Assay outcomes (PubChem BioAssay)
DT40 TDP1 no CPT – qHTS for Inhibitors of human tyrosyl-DNA phosphodiesterase 1 (TDP1): qHTS in cells in absence of CPT. DT40 Tdp1-/- hTDP1 cells, no CPT, ATP luminescence, 48 h. Potency, µM (doses to about 46.2 µM), without a hit: at the top dose activity change, negative = growth inhibition, actives largely listed as inhibitors. hit rate 15% among 420,000. AID 686978, 2013; also: nearly all actives have a fitted effect of over 55% in size
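Chicken DT40 Tdp1-/- cells stably complemented with human TDP1 were seeded at 400 cells/well with DMSO in place of 20 nM camptothecin. After compound pinning, cells grew at least 48 hr at 37 °C; viability read by CellTiter-Glo luminescence.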
TDP1 inh – blocks human tyrosyl-DNA phosphodiesterase 1; recombinant TDP1, AlphaScreen DNA substrate cleavage; hit rate 0.28% among 350,000; Potency, µM (top dose mostly 130 µM), for inactives: at the top dose activity change, negative = inhibition, most hits filed as inhibitors; Q9NUW8; also: nearly all actives have a fitted effect of over 40% in size
Target sequence (Q9NUW8 whole entry, looked up): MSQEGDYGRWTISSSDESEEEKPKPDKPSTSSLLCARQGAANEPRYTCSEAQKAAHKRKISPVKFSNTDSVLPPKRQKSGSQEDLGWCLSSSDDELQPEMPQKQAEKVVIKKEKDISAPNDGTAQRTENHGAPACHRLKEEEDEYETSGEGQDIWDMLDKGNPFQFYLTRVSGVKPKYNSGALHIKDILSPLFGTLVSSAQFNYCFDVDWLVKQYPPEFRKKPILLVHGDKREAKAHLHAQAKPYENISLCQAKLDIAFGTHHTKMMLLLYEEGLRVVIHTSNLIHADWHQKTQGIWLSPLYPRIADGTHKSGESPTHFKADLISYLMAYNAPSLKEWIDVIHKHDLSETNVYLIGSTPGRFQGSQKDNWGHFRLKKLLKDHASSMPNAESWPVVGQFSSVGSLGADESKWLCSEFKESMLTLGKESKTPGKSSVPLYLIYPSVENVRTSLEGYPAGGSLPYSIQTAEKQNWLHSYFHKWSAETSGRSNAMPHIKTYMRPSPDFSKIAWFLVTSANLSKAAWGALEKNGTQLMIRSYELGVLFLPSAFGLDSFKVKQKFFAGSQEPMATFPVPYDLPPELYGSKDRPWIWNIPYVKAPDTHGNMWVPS
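Tdp1 1 nM final; 15 min RT w/ cpd; substrate 15 nM, 5 min; beads 10 ug/ml, 10 min; AlphaScreen read. Neg ctrl: no enzyme.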
N370S GC – N370S glucocerebrosidase modulation, Gaucher chaperone candidate; P04062; hit rate 0.092% among 330,000; N370S GC spleen homogenate, 4MU-glucoside fluorescence; Potency, µM (doses to about 59.4 µM), inactives show at the highest dose activity change, negative = inhibition, hits mostly inhibitors;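 also: 0% = full enzyme activity and -100% = no enzyme basal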
* hit, by the source's call; ? = inconclusive; . = not tested or not shown; ! = a repeat was not active; [ ] = remark or other dose. Calls follow the shape of the dose curve; as a rule, active = well fitted curve in the direction sought with a large enough effect; inconclusive = small, poorly fitted or top-dose-only effect, or another doubt; inactive = no such curve, though single readings can be large; an effect the other way counts as inactive or inconclusive. Unless noted, % is scaled to controls: 0 for no effect and ±100 for the full control effect; potency is read from the fitted curve at half-maximal effect. A portion of the library; count on the stated rates, not on these rows.

SMILES	DT40 TDP1 no CPT	TDP1 inh	N370S GC
CCCn1nnc(NC(=O)c2cccc(OCc3ccccc3)c2)n1	-10.0%	0.0%	-10.3%
O=C(N/N=C/c1ccc([N+](=O)[O-])s1)c1ccccc1	4.11µM*	-5.1%	1.2%
CC(C)[C@H](NC(=O)NCc1ccc(Cl)cc1)C(=O)O	-0.3%	2.3%	5.9%
CCC(C)(C)n1nnnc1C(c1cccs1)N1CCc2ccccc21 (stereo not drawn)	16.4µM*	1.1%	-3.4%
COc1cc(/C=C/C(=O)OCC(=O)Nc2c(C)n(C)n(-c3ccccc3)c2=O)cc(OC)c1OC	1.6%	0.8%	.
COc1cccc([C@H]2Oc3ccc(OC)cc3/C(=N\OCC[C@@H]3C=C[C@H](OC(C)=O)[C@H](COC(C)=O)O3)[C@@H]2O)c1	.	6.9%[21 µM]	10.4%[12.8 µM]
CCCCCCCCCCCCCCCC[N+](C)(C)CC	0.517µM*!	2.2%	?
CCC(=O)Nc1cc(C(F)(F)F)ccc1N1CCOCC1	-0.9%	3.8%	1.9%
Cc1ccccc1OCC(=O)OCC(=O)NCc1ccccc1	-3.0%	-0.1%	.
Cc1cc(N(C)C)c(C#N)c(NCc2ccccc2)n1	-0.1%	-6.2%	8.9%
CC(Nc1ccccc1)c1cc(Cl)ccc1O (stereo not drawn)	-16.2%	5.0%	0.5%
CC(=O)c1ccc(S(=O)(=O)N2CCC(C(=O)Nc3ncc(C)s3)CC2)cc1	-4.7%	0.8%	.
CCOC(=O)N1CCN(CC(=O)Nc2cccc(Br)c2)CC1	?	-0.7%	0.2%
O=C(Nc1ccc(Br)cn1)C1CCN(S(=O)(=O)c2cccs2)CC1	?	1.4%	5.4%
CC(=O)NC(NC(=S)Nc1ccccc1Br)C(Cl)(Cl)Cl (stereo not drawn)	-17.9%	5.3%	-22.4%
COc1ccc(CN2C(=O)c3ccc(C(=O)O)cc3C2=O)cc1	-3.2%	.	-10.0%
COc1ccc(CN2CCNC(=O)C2CC(=O)N(C)Cc2ccno2)c(F)c1 (stereo not drawn)	4.6%	3.7%[56.1 µM]	-17.1%
C/C(=N\NC(=O)c1ccncc1)c1cc2ccccc2oc1=O	?	5.5%	-3.8%
CCOC(=O)N/N=C(\C)c1ccccc1OC(F)F	-3.0%	2.6%	9.6%
O=C(NCCCN1CCCC1=O)c1ccc(Cl)c(NS(=O)(=O)c2ccc(F)cc2)c1	-13.7%	3.1%	10.9%
S=c1[nH]nc(-c2cccc(Cl)c2)n1CCN1CCCCC1	-16.3%	-0.6%	11.1%
COC(=O)[C@]1(C)N[C@H](c2ccc(-c3ccc(Cl)c(Cl)c3)cc2)[C@@H]2C(=O)N(C)C(=O)[C@@H]21	16.4µM*	1.2%	-15.9%
COC(=O)c1ccc(COc2cccc(OC)c2)o1	7.7%	0.0%	4.9%
CC(=O)COc1c(-c2ccco2)oc2ccccc2c1=O	-9.5%	2.6%	?
C=CC(C)Sc1nc2c(c(=O)n(C)c(=O)n2C)n1Cc1ccccc1Cl (stereo not drawn)	?	1.0%	4.8%
Cc1ccc(N2C(=O)c3n[nH]c(C)c3C2c2ccccn2)cc1 (stereo not drawn)	5.7%	2.1%	3.3%
COc1ccc(S(=O)(=O)Nc2ccc(O)c(Sc3nc4ccccc4s3)c2)cc1	?	0.0%	?
CCOC(=O)c1ccc2c(c1)sc1nc(-c3ccc(OCC)cc3)cn12	?	-3.9%	.
O=C(O)C1CCCN(S(=O)(=O)c2ccc(Br)s2)C1 (stereo not drawn)	-7.1%	1.2%	-4.5%
COc1ccc(/C=C/C(=O)Nc2ccccc2C(=O)N2CCCC2)cc1	2.5%	-1.0%	1.5%
COc1ccc(OC)c(NC(=O)Cc2coc3ccc4ccccc4c23)c1	12.6µM*	7.8%	16.2%
CC(=O)NC1C(OCCOc2ccc(Cl)cc2Cl)OC(COC(C)=O)C(OC(C)=O)C1OC(C)=O (stereo not drawn)	-8.3%	4.8%	10.0%
Cc1ccc(S(=O)(=O)NCCC(=O)NC2CC2)cc1	1.5%	0.2%	-8.9%
C/C(=N\NC(=O)Cc1ccc(Cl)cc1)c1ccccc1O	0.164µM*	.	-1.0%
O=C(NCc1ccccc1)C1=C[C@@H](C2CC2)C[C@@H](OCc2ccc(CO)cc2)O1	?	3.8%	?
COc1ccc(NC(=O)c2cc(-c3ccccc3Cl)on2)cc1OC	-2.6%	.	-2.2%
O=C(CNC(=O)C12CC3CC(CC(C3)C1)C2)OCc1ccc(F)cc1Cl	13.8%	-3.6%	.
COc1ccc(NC(=S)N2CCN(C(=O)c3ccco3)CC2)c(OC)c1	-22.0%	4.7%	6.9%
CC1=[N+](C)N(c2ccccc2)C(=O)C1N=C/C=C/c1ccccc1 (stereo not drawn)	-11.1%	4.1%	-0.7%
N#Cc1cccc(CS(=O)(=O)c2ccc(Cl)cc2)c1	-8.1%	.	6.2%
COc1cc(C(=O)OCC(=O)NC2CCCCC2)cc(OC)c1OC	-29.5%	0.6%	.
COc1cccc(N(C(=O)c2ccco2)C(C(=O)NC2CCCC2)c2cccnc2)c1 (stereo not drawn)	-20.7%	3.2%	-7.4%
O=C1CCCC2=C1C(c1ccc(O)c(O)c1)Nc1ccc3ncccc3c12 (stereo not drawn)	-5.4%	.	6.3%
C[C@@H]1/C=C\CC(=O)OC[C@H]2O[C@@H](C=C[C@@H]2O)[C@H](C)/C=C\CC(=O)OC[C@H]2O[C@H]1C=C[C@@H]2O	.	3.7%[21 µM]	3.9%[12.8 µM]
Cc1ccccc1NC1=NC(C)(C)N=C(N)N1	-5.6%	2.4%	19.5%
CC1(C)CC(=O)C(C=Nc2ccc(O)cc2)=C(O)C1	23.1µM*	0.0%	3.7%
O=C(Nc1ccc(Br)cc1)c1ccc(F)c(S(=O)(=O)NC2CCCCCC2)c1	1.64µM*	5.2%	.
O=C(/C=C/c1ccccc1)N1CCC(N2CCC(C(=O)N3CCOCC3)CC2)CC1	-6.1%	4.8%	0.1%
CCOC(=O)c1ccc(N/C(=N\S(=O)(=O)c2ccccc2C)c2ccccc2)cc1	?	-1.0%	12.4%
Cc1ccc(S(=O)(=O)Nc2ccc3c(c2)C(=O)N([C@H](C)CO)C[C@H](C)[C@@H](CN(C)Cc2ccccc2)O3)cc1	-7.3%	2.0%	.

Following part:
SMILES	DT40 TDP1 no CPT	TDP1 inh	N370S GC
C/C(=N\O)c1cc(Cl)cc(Cl)c1O	-17.9%	5.7%	-6.8%
Nn1cnc2c(c1=O)C1(CCCCC1)Cc1ccccc1-2	8.2µM*	10.7%	-12.1%
Cc1cccc(C)c1NC(=O)C(NC(=O)c1ccccn1)c1ccc([N+](=O)[O-])cc1 (stereo not drawn)	-20.9%	5.6%	-3.7%
O=C(NC1CCCCCC1)c1c(F)c(F)c(F)c(F)c1F	-13.7%	4.2%	-6.6%
COc1ccc(-c2nc(CCl)cs2)cc1OC	11.6µM*	11.0%	-14.0%
O=C(Nc1nnc(-c2ccco2)o1)c1cccc(N2C(=O)CCC2=O)c1	6.2%	-3.6%	28.1%
COc1cccc(CN2CC(C(=O)NCCOc3ccccc3F)CCC2=O)c1 (stereo not drawn)	16.0%	5.4%	1.0%
CSc1ccc(COC(=O)CCS(=O)(=O)c2ccc(C)cc2)cc1	4.2%	1.2%	-1.0%
COc1ccc(N2CCN(C(=O)CCS(=O)(=O)c3ccc4c(c3)CCN4C(=O)C3CC3)CC2)cc1	?	2.8%	-2.1%
CC(=O)c1cccc(NC(=O)COC(=O)C2CCCN2C(=O)c2cccs2)c1 (stereo not drawn)	7.4%	0.1%	.
Cc1ccc(S(=O)(=O)N(c2cccc(C)c2)C2CCS(=O)(=O)C2)cc1 (stereo not drawn)	-4.7%	5.1%	1.3%
CCOc1ccc(CCNC(=O)COC(=O)COc2ccc(C#N)cc2)cc1OCC	7.7%	3.2%	.
O=[N+]([O-])c1cc(S(=O)(=O)N2CCCC2)ccc1N/N=C/c1ccncc1	-10.2%	-5.4%	6.4%
CC(=O)N1c2ccccc2C2CCCC[C@H]21 (stereo partly drawn)	?	0.2%	.
CCC(NC(=O)Nc1cc(OC)ccc1OC)c1c(-n2cccc2)sc2c1CCN(CC)C2 (stereo not drawn)	23.1µM*	13.7%	.
CCOC(=O)C1CCN(C(=O)c2[nH]c3ccc(OC)cc3c2C)CC1	-11.3%	.	-7.9%
O=C(CSc1nc2c([nH]c3ccccc32)c(=O)n1-c1cccc(Cl)c1)N1CCc2ccccc21	?	-2.2%	.
CCN1CCc2c(C#N)c(N3CCOCC3)nc(NCc3ccccc3)c2C1	?	3.3%	-15.4%
O=C(Nc1nnc(S(=O)(=O)N2CCc3ccccc32)s1)c1cccc(Cl)c1	20.6µM*	1.3%	.
CC(=O)c1ccc(N(CC(=O)NC2CCCC2)C(=O)CNC(=O)c2ccco2)cc1	1.8%	9.7%	-6.2%
Cc1[nH]c2ccc(C(=O)N3CCN(c4ccc(F)cc4)CC3)cc2c1C	-16.5%	12.7%	-6.7%
CCOc1ccc(C2/C(=C(\O)c3ccc4c(c3)OCCO4)C(=O)C(=O)N2CCCn2ccnc2)cc1OC (stereo not drawn)	1.1%	2.1%	-6.3%
Cc1ccccc1NC(=O)CSc1nc(-c2ccccc2)cn1-c1ccccc1F	23.1µM*	8.3%	.
CC1CCCCN1S(=O)(=O)c1ccc2[nH]c(=O)cc(C(=O)NCCCN3CCCCCC3)c2c1 (stereo not drawn)	10.3%	4.3%	-2.7%
CN(C)c1ccc(-c2nnc(-c3cccnc3)o2)cc1	-15.1%	5.0%	?
COc1ccc(-c2noc(CSc3nc(N)c(-c4ccccc4)c(=O)[nH]3)n2)cc1	?	5.2%	?
O=C(CN1CCN(c2ccccc2)CC1)Nc1ccncc1	18.4µM*	.	-5.2%
COc1cc(NC(=O)COC(=O)CCCC2=NS(=O)(=O)c3ccccc3N2)cc(OC)c1	15.5%	1.7%	?
COc1cccc(C(=O)Nc2ccc3nc(N4CCC(C)CC4)cc(C)c3c2)c1	20.6µM*	8.8%	.
Nc1ccc(-c2nc3c(Cl)c(N)ccc3[nH]2)cc1	-17.9%	-2.0%	1.2%

Reprinted from the results shown (5 entries):
SMILES	DT40 TDP1 no CPT	TDP1 inh	N370S GC
CCOc1ccc(C2/C(=C(\O)c3ccc4c(c3)OCCO4)C(=O)C(=O)N2CCCn2ccnc2)cc1OC (stereo not drawn)	1.1%	2.1%	-6.3%
Cc1ccccc1NC(=O)CSc1nc(-c2ccccc2)cn1-c1ccccc1F	23.1µM*	8.3%	.
CC1CCCCN1S(=O)(=O)c1ccc2[nH]c(=O)cc(C(=O)NCCCN3CCCCCC3)c2c1 (stereo not drawn)	10.3%	4.3%	-2.7%
CN(C)c1ccc(-c2nnc(-c3cccnc3)o2)cc1	-15.1%	5.0%	?
COc1ccc(-c2noc(CSc3nc(N)c(-c4ccccc4)c(=O)[nH]3)n2)cc1	?	5.2%	?

Next part:
SMILES	DT40 TDP1 no CPT	TDP1 inh	N370S GC
COc1cccc(NC(=O)Cc2cn(C)c3ccccc23)c1	-21.2%	0.0%	-11.9%
Cc1ccc(SCCN2CCC(NC(=O)OCc3ccccc3)CCC2=O)cc1 (stereo not drawn)	17.8µM*	.	0.8%
O=C(NC1CCCC1)C1CCN(S(=O)(=O)N2CCCCC2)CC1	-8.0%	3.1%	-0.9%
Cc1cc(F)ccc1S(=O)(=O)Nc1ccccc1C(=O)NCc1ccccn1	-9.2%	5.1%	-2.9%
O=C(c1ccccc1Cl)N(Cc1ccco1)c1ccccn1	?	-3.6%	.
CN1CCN(c2ccc([N+](=O)[O-])cc2C(=O)c2ccccc2)CC1	?	0.0%	-0.1%
Cc1cccc(CC(=O)Nc2cccc(-c3nc4cccnc4s3)c2)c1	?	0.0%	.
Cc1c(Br)cc(C(=O)N2CCCCCC2)c(C)c1C	?	-5.1%	8.9%
Cc1ccnc(NC(=O)c2cccc(S(=O)(=O)N3CCN(c4ccc(F)cc4)CC3)c2)c1	?	-7.2%[0.505 µM]	-0.2%
COCC(=O)Nc1cc(C(=O)OC)cc(C(=O)OC)c1	-3.0%	0.6%	-5.2%
Clc1ccc(CN2CCC(c3nc4ccc(Cl)cc4[nH]3)CC2)cc1	11.6µM*	2.1%	.
O=C(NCc1ccccc1)NC1CC2CCC(C1)N2Cc1ccco1 (stereo not drawn)	-19.7%	4.2%	-4.7%
CCC(C(=O)OCC(=O)Nc1c(C)n(C)n(-c2ccccc2)c1=O)c1ccccc1 (stereo not drawn)	-12.0%	0.0%	8.6%
Cc1ccc(C(=O)Nc2ccccc2)cc1S(=O)(=O)Nc1ccccc1	-13.9%	8.4%	.
O=C(c1cncc(Br)c1)N1CCN(S(=O)(=O)c2ccc3ccccc3c2)CC1	-10.1%	0.4%	.
COc1ccc(C2c3c(ncn(CCN4CCOCC4)c3=N)Oc3ccc4ccccc4c32)cc1 (stereo not drawn)	18.4µM*	9.8%	-21.5%
COc1ccc(NC(=O)CN2C(=O)NC(C)(c3ccc(C)cc3)C2=O)c([N+](=O)[O-])c1 (stereo not drawn)	?	4.2%	-3.1%
